Screening results: PubChem BioAssay, several laboratories
GC-A act: GC-A (human) enzyme activation. hit rate 0.14% among 370,000. activation, % at 10 µM. HEK293 GC-A cells, cGMP TR-FRET, EC30 ANP; 0% at EC30 ANP, 100% saturating ANP; in the data active = activation above about 40%
SMARCA2 act: activators of SMARCA2 function. MG213 cells, MMTV-luciferase reporter, dexamethasone, overnight. activation, % at 9.1 µM. hit rate 1% among 370,000; in the data active = activation above about 7.8%;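 also: 0% = vehicle wells and 100% = reference activator wells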
GAA850 FXN act: increases GAA850 frataxin promoter reporter activity. activation, % at 6 µM. AID 540364. hit rate 0.56% among 360,000. HEK293 lucGAA850 FXN promoter luciferase reporter, 24 h; percent of 10 µM SAHA response;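 active = activation above the average of all compounds screened plus 3 SD, cutoff fixed separately per campaign, cut at about 7.5% in these data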;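 also: 0% = DMSO wells and 100% = 10 µM SAHA wells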
GC-B act: GC-B (human) receptor activation. HEK293-GC-B cells, CNP EC30, cGMP TR-FRET; 0% at EC30 CNP, 100% saturating CNP. AID 1920062. activation, % at 10 µM. hit rate 0.11% among 370,000. P20594;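 active = activation at 10 µM reaching about 35% in either raw or pattern-adjusted values, limit read from the data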
hgDAF-12 ag: hgDAF-12 agonism, primary luciferase screen; HEK293 GAL4-hgDAF12 UAS-luciferase reporter, agonist luminescence; normalized to butyrate control; activation, % at 6.8 µM; hit rate 1.8% among 370,000; AID 687014;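 active = activation above a cutoff set at the mean of all screened compounds plus 3 SD, cut at about 10% in these data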;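 also: 0% = DMSO wells and 100% = sodium butyrate wells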
HGIII-sPLA2 inh: Inhibits HGIII-sPLA2 liposome hydrolysis, primary screen. Q9NZ20. QFRET BODIPY PC-A2 liposome hydrolysis, fluorescence. inhibition, % at 12.2 µM. hit rate 0.56% among 370,000;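 active = inhibition above mean plus 3 SD of compounds lying within the high and low control bounds, cut at about 19% in these data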;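 also: 0% = median of test compound wells and 100% = no enzyme DMSO wells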
Target sequence (Q9NZ20 whole entry, looked up): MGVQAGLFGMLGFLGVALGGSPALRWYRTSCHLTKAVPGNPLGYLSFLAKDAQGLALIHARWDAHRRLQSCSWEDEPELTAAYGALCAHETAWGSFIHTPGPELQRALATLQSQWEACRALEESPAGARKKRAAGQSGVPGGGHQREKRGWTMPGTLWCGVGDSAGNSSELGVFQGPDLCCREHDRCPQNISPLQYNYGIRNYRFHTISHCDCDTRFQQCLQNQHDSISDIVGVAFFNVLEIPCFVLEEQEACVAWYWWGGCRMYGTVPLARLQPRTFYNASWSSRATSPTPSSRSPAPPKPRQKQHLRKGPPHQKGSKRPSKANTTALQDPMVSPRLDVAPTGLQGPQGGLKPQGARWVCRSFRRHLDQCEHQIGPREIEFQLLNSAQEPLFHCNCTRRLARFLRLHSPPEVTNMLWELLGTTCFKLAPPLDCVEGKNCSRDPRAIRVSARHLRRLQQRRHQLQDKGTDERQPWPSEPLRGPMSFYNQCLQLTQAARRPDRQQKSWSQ
ADAM10 inh: inhibitors of human ADAM10; O14672; recombinant ADAM10, EDANS/DABCYL FRET peptide cleavage, 3 h; inhibition, % at 7 µM; hit rate 0.62% among 370,000; AID 720582;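 active = inhibition above a per-campaign cutoff equal to the mean of compounds falling between control-based bounds plus 3 SD, cut at about 20% in these data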;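 also: 0% = DMSO wells while the 100% control is not disclosed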
Target sequence (O14672 214-748 limits assumed): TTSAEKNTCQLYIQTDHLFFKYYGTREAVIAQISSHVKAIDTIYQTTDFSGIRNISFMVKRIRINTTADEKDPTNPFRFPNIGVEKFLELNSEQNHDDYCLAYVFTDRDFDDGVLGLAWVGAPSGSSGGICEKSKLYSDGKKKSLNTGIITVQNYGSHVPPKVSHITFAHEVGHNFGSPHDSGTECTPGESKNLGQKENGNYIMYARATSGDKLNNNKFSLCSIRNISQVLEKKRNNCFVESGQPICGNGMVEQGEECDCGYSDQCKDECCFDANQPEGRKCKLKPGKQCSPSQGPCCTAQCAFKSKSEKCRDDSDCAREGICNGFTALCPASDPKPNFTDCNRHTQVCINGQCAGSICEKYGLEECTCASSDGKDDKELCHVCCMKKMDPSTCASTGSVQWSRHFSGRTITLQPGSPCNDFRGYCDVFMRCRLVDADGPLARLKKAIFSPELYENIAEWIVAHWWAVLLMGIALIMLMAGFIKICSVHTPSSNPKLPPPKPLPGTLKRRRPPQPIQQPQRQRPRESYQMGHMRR
hcDAF-12 act: activates DAF-12 receptor from parasite H. contortus. hit rate 1.4% among 370,000. HEK293 hcDAF-12 lit1-tk-luc reporter, luminescence; 0% DMSO, 100% Δ7-dafachronic acid. AID 652067. activation, % at 6.8 µM;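 active = activation above the mean of all tested compounds plus 3 SD, cut at about 5.5% in these data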;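 also: 100% = response to 3 µM Δ7-dafachronic acid high control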
DAX1 inh-1: inhibitors of human orphan nuclear receptor DAX1 (NR0B1); AID 504766; hit rate 0.99% among 340,000; HEK293 Gal4-DAX1 luciferase reporter, luminescence; P51843; inhibition, % at 6.75 µM;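 active = inhibition above the mean over all tested compounds plus 3 SD, cut at about 4.2% in these data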;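 also: 0% = DAX1-transfected cells with DMSO and 100% = empty-vector control cells with DMSO; inhibition shows as a rise in luminescence from relieved DAX1 repression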
DAX1 inh-2: inhibitors of DAX1 repression of SF-1 activated StAR promoter; HEK293T StAR-luciferase reporter, SF-1/DAX-1 repression relief; inhibition, % at 6.8 µM; hit rate 1.1% among 370,000; AID 652010;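 active = inhibition above the mean over all tested compounds plus 3 SD, cut at about 3.6% in these data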;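 also: 0% = DAX-1 cells with DMSO and 100% = cells lacking DAX-1 with DMSO; higher inhibition means more luminescence from relief of DAX-1 repression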
ssDAF-12 act: activators of S. stercoralis DAF-12 nuclear receptor. HEK293 ssDAF-12/GRIP1 lit1-tk-luc reporter, luminescence; % of 3 µM dafachronic acid response. activation, % at 6.8 µM. hit rate 1% among 370,000. AID 652126;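 active = activation above the mean over all tested compounds plus 3 SD, cut at about 0.9% in these data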;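 also: 0% = DMSO-only wells and 100% = 3 µM delta7-dafachronic acid wells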
The depositor's hits bear a star; i = inactive; nt = no result given. Hits appear at their usual frequency; about 6.6% have a hit in one of these screens.

SMILES	GC-A act	SMARCA2 act	GAA850 FXN act	GC-B act	hgDAF-12 ag	HGIII-sPLA2 inh	ADAM10 inh	hcDAF-12 act	DAX1 inh-1	DAX1 inh-2	ssDAF-12 act
COc1ccc(-c2cc(C(=O)NCCCn3ccnc3)no2)cc1	3.6	-4.0	1.0	-1.4	2.8	-0.6	-2.7	-2.0	1.9	-0.6	-1.1
CCOc1ccc(Cc2onc3c2C(=O)CC(C)(C)C3)cc1OCC	1.4	2.5	3.3	1.4	-2.4	-9.4	5.5	-1.7	0.2	-1.0	-1.8
Cc1nc(N2CCC(C)CC2)c2c(C)c(C(=O)Nc3ccc(C)c(F)c3)sc2n1	-1.1	0.8	2.0	-3.8	5.7	0.7	5.6	-1.9	0.2	0.3	-1.0
CCCc1ccc(S(=O)(=O)N/N=C\c2ccc3c(c2)OCO3)cc1	-0.6	1.2	1.5	0.1	-1.0	-4.5	14.7	-0.3	0.3	-0.2	-0.8
CCOC(=O)c1c(C)[nH]c(C2=NNC(=Nc3ccccc3OC)SC2)c1C	0.7	-1.4	-2.0	2.9	2.7	-8.9	-9.0	6.0*	1.4	0.5	-0.4
COc1ccc(NC(=O)NCc2ccc3c(c2)OCO3)cc1OC	8.0	-0.7	0.4	-0.1	0.6	4.0	0.7	-1.1	0.6	-0.5	-1.1
CCOC(=O)[C@]12CCC=C1N(Cc1ccc(Cl)cc1Cl)C(=O)[C@H](CC(=O)N1CCOCC1)C2	-9.3	1.7	nt	-10.4	0.8	-5.2	-1.6	0.1	nt	-1.4	-1.2
CCCc1cc(=O)[nH]c(SCc2ccc(C#N)cc2)n1	-3.0	5.4	0.8	-1.2	0.9	-5.3	3.4	-2.1	0.1	0.8	-0.5
CCc1c(C)nc(SC)n(CC#N)c1=O	1.5	-5.3	0.7	3.0	-0.5	5.3	0.7	0.5	1.0	-0.2	-1.0
CCOC(=O)N[C@H](C(=O)N1CCC[C@H]1C(=O)NC1CCCC1)c1ccccc1	-3.0	-0.4	nt	-0.4	-2.1	-1.2	4.7	-0.8	nt	0.7	-0.8
CC(C)(C)NC(=O)C(c1ccc(O)cc1)N(C(=O)CCC(=O)Nc1nccs1)c1ccccc1F (configuration not stated)	-35.4	1.9	-0.8	-17.4	-1.8	-25.9	-3.0	1.0	0.5	-0.5	-1.1
O=S(=O)(c1ccccc1)c1cnc(-c2cccnc2)nc1-c1ccc(Cl)cc1Cl	-0.2	-4.4	-0.3	-1.4	0.6	1.4	8.4	-0.1	1.8	-0.2	-2.0
CC(C)CCN1CC(=O)N2[C@@H](Cc3c([nH]c4ccccc34)C2(C)C)C1=O	14.0	-0.4	-0.6	3.7	-4.4	-3.1	-2.3	-0.4	-1.4	-0.1	-1.4
COc1ccc(-c2cc(-n3c(C(F)(F)F)nc4ccccc43)n(CCC#N)n2)cc1	1.2	-1.0	2.6	-7.5	-1.3	-12.5	4.2	-0.5	0.1	-0.4	-0.5
O=C(Cc1coc2cc3c(cc12)CCC3)OCc1cc(=O)n2c(n1)sc1ccccc12	-0.9	-1.5	0.7	-6.2	0.7	3.2	-19.2	-0.6	2.2	0.7	-0.7
O=C(C1CCN(S(=O)(=O)c2ccccc2)CC1)N1CCCCC1	0.1	-2.1	-0.4	5.1	-0.9	1.2	6.9	2.5	1.3	-0.1	-0.5
CCOC(=O)c1c(C)nc2sc3c(=O)[nH]cnc3c2c1-c1ccc(OC)cc1	-2.4	0.8	2.0	-3.2	2.2	-7.7	-19.3	1.2	-0.1	-0.3	-1.3
COC(=O)C1=C(Nc2ccccc2NC(=O)CCCC(=O)O)CSC1	-1.0	1.8	1.6	-5.1	-0.7	-3.5	-0.1	1.1	nt	0.9	0.1
O=C(Nc1ccccc1)Nc1cccc(NC(=O)Nc2ccccc2)c1F	-6.6	2.6	3.6	-1.9	2.5	-2.2	-3.2	0.2	0.2	0.1	-1.2
O=C1CC(N2CCN(S(=O)(=O)c3ccccc3F)CC2)C(=O)N1c1ccccc1F (configuration not stated)	-0.6	0.8	-0.8	0.1	2.7	-2.3	-7.0	-0.8	0.0	0.9	-1.0

For convenience, 12 of the compounds above:
SMILES	GC-A act	SMARCA2 act	GAA850 FXN act	GC-B act	hgDAF-12 ag	HGIII-sPLA2 inh	ADAM10 inh	hcDAF-12 act	DAX1 inh-1	DAX1 inh-2	ssDAF-12 act
COc1ccc(-c2cc(C(=O)NCCCn3ccnc3)no2)cc1	3.6	-4.0	1.0	-1.4	2.8	-0.6	-2.7	-2.0	1.9	-0.6	-1.1
CCOc1ccc(Cc2onc3c2C(=O)CC(C)(C)C3)cc1OCC	1.4	2.5	3.3	1.4	-2.4	-9.4	5.5	-1.7	0.2	-1.0	-1.8
Cc1nc(N2CCC(C)CC2)c2c(C)c(C(=O)Nc3ccc(C)c(F)c3)sc2n1	-1.1	0.8	2.0	-3.8	5.7	0.7	5.6	-1.9	0.2	0.3	-1.0
CCCc1ccc(S(=O)(=O)N/N=C\c2ccc3c(c2)OCO3)cc1	-0.6	1.2	1.5	0.1	-1.0	-4.5	14.7	-0.3	0.3	-0.2	-0.8
CCOC(=O)c1c(C)[nH]c(C2=NNC(=Nc3ccccc3OC)SC2)c1C	0.7	-1.4	-2.0	2.9	2.7	-8.9	-9.0	6.0*	1.4	0.5	-0.4
COc1ccc(NC(=O)NCc2ccc3c(c2)OCO3)cc1OC	8.0	-0.7	0.4	-0.1	0.6	4.0	0.7	-1.1	0.6	-0.5	-1.1
CCOC(=O)[C@]12CCC=C1N(Cc1ccc(Cl)cc1Cl)C(=O)[C@H](CC(=O)N1CCOCC1)C2	-9.3	1.7	nt	-10.4	0.8	-5.2	-1.6	0.1	nt	-1.4	-1.2
CCCc1cc(=O)[nH]c(SCc2ccc(C#N)cc2)n1	-3.0	5.4	0.8	-1.2	0.9	-5.3	3.4	-2.1	0.1	0.8	-0.5
CCc1c(C)nc(SC)n(CC#N)c1=O	1.5	-5.3	0.7	3.0	-0.5	5.3	0.7	0.5	1.0	-0.2	-1.0
CCOC(=O)N[C@H](C(=O)N1CCC[C@H]1C(=O)NC1CCCC1)c1ccccc1	-3.0	-0.4	nt	-0.4	-2.1	-1.2	4.7	-0.8	nt	0.7	-0.8
CC(C)(C)NC(=O)C(c1ccc(O)cc1)N(C(=O)CCC(=O)Nc1nccs1)c1ccccc1F (configuration not stated)	-35.4	1.9	-0.8	-17.4	-1.8	-25.9	-3.0	1.0	0.5	-0.5	-1.1
O=S(=O)(c1ccccc1)c1cnc(-c2cccnc2)nc1-c1ccc(Cl)cc1Cl	-0.2	-4.4	-0.3	-1.4	0.6	1.4	8.4	-0.1	1.8	-0.2	-2.0

In the list so far, these contain a Cl atom:
SMILES	GC-A act	SMARCA2 act	GAA850 FXN act	GC-B act	hgDAF-12 ag	HGIII-sPLA2 inh	ADAM10 inh	hcDAF-12 act	DAX1 inh-1	DAX1 inh-2	ssDAF-12 act
CCOC(=O)[C@]12CCC=C1N(Cc1ccc(Cl)cc1Cl)C(=O)[C@H](CC(=O)N1CCOCC1)C2	-9.3	1.7	nt	-10.4	0.8	-5.2	-1.6	0.1	nt	-1.4	-1.2
O=S(=O)(c1ccccc1)c1cnc(-c2cccnc2)nc1-c1ccc(Cl)cc1Cl	-0.2	-4.4	-0.3	-1.4	0.6	1.4	8.4	-0.1	1.8	-0.2	-2.0

Next results:
SMILES	GC-A act	SMARCA2 act	GAA850 FXN act	GC-B act	hgDAF-12 ag	HGIII-sPLA2 inh	ADAM10 inh	hcDAF-12 act	DAX1 inh-1	DAX1 inh-2	ssDAF-12 act
COC(=O)c1sc(-c2ccc(C(C)(C)C)cc2)cc1NC(=O)COCC(=O)O	9.8	3.6	1.9	0.7	2.4	-33.0	-105.4	1.5	nt	0.9	-1.2
CCC(Oc1ccccc1)C(=O)N1CCN(S(=O)(=O)c2ccccc2)CC1 (configuration not stated)	-3.8	-0.2	-0.9	5.5	-4.5	-7.6	-2.8	-0.6	-0.1	-1.1	-0.8
CCCC(C(=O)NCCC(C)C)N(Cc1ccccc1Cl)C(=O)c1snc(C(N)=O)c1N (configuration not stated)	-28.6	-1.2	-1.4	-16.6	-0.5	4.7	-10.1	-1.7	-0.6	0.0	-1.1
O=C(CCn1c(=O)sc2ccccc21)NCc1cccs1	2.3	0.4	-0.8	3.5	1.8	-6.4	-2.9	-1.2	0.0	0.5	-1.0
CCN(CC(=O)NCc1ccc(Cl)cc1)C(=O)c1cc(S(=O)(=O)NCc2ccccc2)ccc1C	0.5	-2.8	-2.2	-4.9	-0.7	-49.9	-6.5	-2.1	-0.5	-3.6	-1.2
O=C(Nc1ccc(F)cc1F)c1ccccc1-c1ccccc1	-1.6	4.8	2.9	-2.8	3.0	-0.5	4.8	-1.2	1.6	-0.2	-1.4
CC(C)=C1SC(N2CCOCC2)=NC1=O	2.9	1.1	1.7	-0.1	-1.6	7.6	4.2	-1.0	1.9	0.4	-1.5
O=C(Nc1ccc2c(c1)OCO2)c1ccc[n+]([O-])c1	-0.9	-0.4	1.0	3.8	-1.5	-0.9	-3.5	-0.7	0.5	-0.2	-1.4
CN(c1ccccc1)S(=O)(=O)c1ccc(C(=O)N2CCCC(C(F)(F)F)C2)cc1 (configuration not stated)	0.8	-2.9	-0.2	-1.9	1.6	2.2	1.0	1.4	-0.4	-0.6	-0.6
COCCN1C(=O)N(c2cccc(C)c2)C(=O)C1CC(=O)Nc1ccc(F)cc1 (configuration not stated)	1.9	0.8	1.1	-1.7	-1.2	2.6	11.2	1.1	-0.6	-0.3	-0.8
CCCc1cc2c(O)ccc(O)c2c(=O)o1	0.4	-0.4	nt	2.8	-1.6	-24.7	i	-0.6	nt	-1.8	-1.1
Nc1c(C(=O)NCc2ccco2)sc2nc3c(cc12)C(=O)CCC3	21.6	-2.3	1.7	2.8	1.3	1.8	0.7	-0.5	0.4	0.4	-1.0
O=C(/C=C/c1ccccc1[N+](=O)[O-])N1CCc2ccccc2C1	-3.4	0.5	1.3	-2.6	-0.6	-4.6	7.9	0.8	1.1	-0.2	-0.8
CCOc1ccc(-c2c(C(=O)N/N=C/C3CC=CCC3)nnn2-c2nonc2N)cc1 (configuration not stated)	-0.5	-1.4	1.2	5.0	0.5	-11.8	6.8	-2.5	-0.6	-0.2	-1.3
CCOC(=O)C1CCN(CCC(=O)Nc2ccc(Cl)cc2)CC1	0.7	0.1	2.4	-2.0	-0.3	-7.0	5.9	-1.9	-1.1	0.2	-0.5
Cc1ccc2c(C)c(C(=O)N(C)C(C)c3ccon3)oc2c1C (configuration not stated)	-1.9	5.3	7.0	1.7	6.0	-0.1	4.4	1.0	1.9	4.2*	0.0
